High-throughput results deposited in PubChem by National Center for Advancing Translational Sciences (NCATS).
EPAC2 agonist: agonists of human EPAC2 (RAPGEF4) | actives 0.079% (n = 360,000) | AID 720711 | Q8WZA2 | EPAC2 activation, biochemical qHTS; response scale: 100% = 6.5 mM cAMP response | Potency, µM (doses to about 154 µM), inactives show at the top dose activation, most hits filed as activators; further: potency means the concentration at half of the fitted maximal effect; nearly all actives have a fitted effect of over 50% in size
Target sequence (Q8WZA2 whole entry, looked up): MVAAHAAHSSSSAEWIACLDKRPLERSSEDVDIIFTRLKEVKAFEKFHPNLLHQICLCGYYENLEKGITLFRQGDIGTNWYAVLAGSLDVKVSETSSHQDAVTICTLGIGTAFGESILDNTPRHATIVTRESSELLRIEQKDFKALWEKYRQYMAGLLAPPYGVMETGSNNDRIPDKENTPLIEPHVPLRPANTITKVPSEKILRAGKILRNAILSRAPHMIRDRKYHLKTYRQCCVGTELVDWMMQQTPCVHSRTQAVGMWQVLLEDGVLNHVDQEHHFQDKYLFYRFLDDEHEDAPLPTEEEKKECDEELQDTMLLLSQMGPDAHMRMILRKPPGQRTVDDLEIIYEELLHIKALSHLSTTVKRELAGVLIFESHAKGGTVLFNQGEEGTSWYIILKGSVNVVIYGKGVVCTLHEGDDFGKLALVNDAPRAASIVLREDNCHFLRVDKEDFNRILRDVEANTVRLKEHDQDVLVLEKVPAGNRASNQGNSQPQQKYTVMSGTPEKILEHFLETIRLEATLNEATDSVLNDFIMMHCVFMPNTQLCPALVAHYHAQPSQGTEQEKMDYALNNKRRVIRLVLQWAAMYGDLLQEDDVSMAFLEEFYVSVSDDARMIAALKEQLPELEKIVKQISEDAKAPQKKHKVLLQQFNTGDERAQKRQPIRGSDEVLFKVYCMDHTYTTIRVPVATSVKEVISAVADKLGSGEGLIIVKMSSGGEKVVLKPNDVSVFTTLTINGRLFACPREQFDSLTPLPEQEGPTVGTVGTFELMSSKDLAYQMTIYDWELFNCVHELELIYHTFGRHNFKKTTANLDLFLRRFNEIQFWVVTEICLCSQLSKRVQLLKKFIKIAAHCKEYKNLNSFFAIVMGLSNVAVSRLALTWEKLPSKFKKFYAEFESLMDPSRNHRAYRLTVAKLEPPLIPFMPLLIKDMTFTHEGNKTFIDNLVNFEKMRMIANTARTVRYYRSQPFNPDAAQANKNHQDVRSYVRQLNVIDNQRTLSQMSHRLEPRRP
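EPAC2 (100 nM) mixed with Rap1B loaded with BODIPY-GDP (250 nM) plus 50 uM unlabeled GDP; compounds pinned in, 5 min RT, then read every 5 min for 30 min (ex 480, em 540 nm). Normalized to cAMP control.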
S2 tox: cell viability loss in ATXN counter-screen. S2 cells (HEK-293 line with an ATXN2-luciferase reporter) viability, CellTiter-Fluor protease fluorescence, 24 h. Potency, µM (titrated, usually from 56.7 µM), usual class: cytotoxic. actives 0.49% (n = 400,000). AID 651635; further: potency means the concentration at half of the fitted maximal effect; nearly all actives have a fitted effect of over 40% in size
HepG2 tox: HepG2 cytotoxicity, counter-screen for TGF-b inhibitors. HepG2 CAGA-GFP viability, ATP luminescence, 18 h. Potency, µM (doses to about 46.1 µM), for the others: top-dose activity change, negative = cytotoxicity, usual class: cytotoxic. actives 0.76% (n = 410,000). AID 588856; further: potency means the concentration at half of the fitted maximal effect; some results filed as inactive show a strong effect at the top dose
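HepG2 CAGA-GFP cells (1000/well, DMEM with 1% FBS) received compound, then TGF-beta at 500 pg/mL final, and were incubated 18 hours at 37 degrees C. Viability was read by CellTiter-Glo luminescence. Media-only wells were set as complete cell-killing and DMSO as no toxicity.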
Nrf2 activator: activators of Nrf2 (ARE) signaling; Potency, µM (series often up to 46.1 µM), inactives show at the highest dose activation, most hits filed as activators; AREc32 ARE-luciferase reporter (MCF7-derived line), luminescence, 24 h; actives 0.31% (n = 410,000); further: potency means the concentration at half of the fitted maximal effect; % of control where 0% means no effect; nearly all actives have a fitted effect of over 65% in size
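AREc32_Fluc, 1000 cells/well, OPTI-MEM + 5% FBS, o/n 37 deg C 5% CO2; 23 nL cpd by pin tool, 24 hr; Steady-Glo 30 min RT, luminescence.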
Nrf2 inh: blocks Nrf2 signaling; A549 ARE-Fluc reporter, luciferase luminescence, 18-24 h; Potency, µM (highest dose often 46 µM), without a hit: at the top dose activity change, negative = inhibition, usual class: inhibitors; actives 2.1% (n = 360,000); AID 504444; further: potency means the concentration at half of the fitted maximal effect; on the % scale 0 is the no-effect control and ±100 the full control effect; nearly all actives have a fitted effect of over 60% in size
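Two sequential reads on A549 ARE_Fluc cells exposed to compound for 18-24 h: a CellTiter-Fluor fluorescence read for viability, then a luciferase luminescence read for Nrf2/ARE activity.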
A549 tox: counter-screen for Nrf2 inhibitors: cytotoxicity in A549 cells. A549 ARE-Fluc cells, CellTiter-Fluor viability, 18-24 h. Potency, µM (top dose mostly 46 µM), for inactives: top-dose activity change, negative = cytotoxicity, usual class: inhibitors. actives 0.16% (n = 390,000); further: potency means the concentration at half of the fitted maximal effect; on the % scale 0 is the no-effect control and ±100 the full control effect
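Cytotoxicity counterscreen: CellTiter-Fluor fluorescence was measured in A549 ARE_Fluc cells after 18-24 h of compound exposure in a concentration series. The subsequent BugLite luminescent read reports ARE-luciferase activity.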
TGFb SMAD3 inh: inhibitors of TGF-b signaling. HepG2 CAGA-GFP TGF-b/SMAD3 reporter, GFP fluorescence, 18 h; TGF-beta stimulated, 500 pg/mL final. Potency, µM (series often up to 46.1 µM), for the others: top-dose activity, negative = inhibition, hits mostly inhibitors. actives 1.2% (n = 410,000). AID 588855; further: potency means the concentration at half of the fitted maximal effect; on the % scale 0 is the no-effect control and ±100 the full control effect; nearly all actives have a fitted effect of over 65% in size
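Per well, imaged GFP fluorescence of HEPG2 CAGA-GFP cells gives the signal; cells get compound, then TGF-beta (500 pg/mL final), 18 h at 37 degrees C; %Activity versus -TGF-beta and +DMSO controls.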
IL2 activator: activates IL-2 in a cell-based reporter assay. activation, % (series mostly up to about 46 µM). AID 652025. IL-2 activation reporter assay, cell-based qHTS; stimulated with anti-CD3/CD4/CD28 beads; in transgenic mouse T cells. actives 0.065% (n = 360,000); in the data active means activation above about 50%; inconclusive means mostly about 30% to 49%; further: 0% is about no effect
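Using fluorescent plate cytometry, EGFP and DsRed are detected in transgenic mouse T cells stimulated 18 h at 37 degrees C with antibody-coated beads after 60 min compound pretreatment.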
ATXN2 expr inh: inhibitors of ATXN2 expression; HEK-293 ATXN2-luciferase reporter, luminescence, 24 h; Potency, µM (titrated, usually from 57 µM), for inactives: at the highest dose activity change, negative = inhibition, hits mostly inhibitors; actives 0.72% (n = 360,000); further: potency means the concentration at half of the fitted maximal effect; on the % scale 0 is the no-effect control and ±100 the full control effect; nearly all actives have a fitted effect of over 55% in size
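ATXN2-luciferase reporter cells (luciferase flanked by upstream and downstream ATXN2 gene portions) were treated 24 h at 37 °C with compounds at up to 57 uM. SteadyGlo luminescence gave expression; GF-AFC fluorescence gave viability.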
Active calls of the source: *; i = inactive; u = inconclusive; x = not tested or not shown; [ ] = remark or other dose. Unless noted, the call rests on the fitted dose curve; in most records, active means well fitted curve in the direction sought with a large enough effect; inconclusive means small, poorly fitted or top-dose-only effect, or another doubt; inactive means no such curve, though single readings can be large; an effect the other way counts as inactive or inconclusive.

No.	Molecule	TGFb SMAD3 inh	HepG2 tox	EPAC2 agonist	A549 tox	Nrf2 inh	Nrf2 activator	S2 tox	ATXN2 expr inh	IL2 activator
1	CC1(C(=O)NS(=O)(=O)c2cccc(C#N)c2)CCN1C(=O)Cc1ccc(Cl)cc1Cl (stereo not drawn)	-2%	-3%	4%	x	x	-0.4%	i	11%	-0.4
2	O=C(N/N=C/c1cccc2ccccc12)c1cccnc1	u	0%	17%	2%	-1%	0.4%	i	1%	2.4
3	Cc1ccc(-c2nc(NC(=O)c3cc(C(C)(C)C)nn3C)sc2C)cc1Cl	3%	15%	12%	-5%	21µM*	0.3%	i	-21%	-0.9
4	CCN1CCN(c2ccc(NC(=O)c3ccc(Cl)c(N4CCCC4=O)c3)cc2)CC1	2%	3%	8%	-7%	9%	0.2%	i	10%	0.7
5	COc1ccc(/C=C(/NC(=O)c2ccc(OC)cc2)C(=O)NCCc2c[nH]c3ccccc23)cc1	-7%	4%	0%	-6%	0%	-0.1%	i	6%	0.0
6	Nc1nnnn1CC(=O)N/N=C/c1cc([N+](=O)[O-])ccc1Cl	7%	0%	1%	0%	6%	1.7%	i	12%	3.2
7	CC(=O)N[C@@H](C)C(=O)N1CCN(S(=O)(=O)c2ccc(Cl)cc2)CC1	4%	4%	2%	-8%	14%	2.9%	i	102%[activator]	-1.9
8	COc1ccc(N2c3ccccc3CN(Cc3ccccc3)[C@@H](C)[C@H]2Cc2cccnc2)cc1	u	-49%	10%	x	x	3.3%	i	-39%	0.1
9	COc1cccc(N2CCN(C(=O)Cn3nc(C)n4c(cc5c(OC)cccc54)c3=O)CC2)c1	-10%	3%	x	1%	0%	-0.5%	x	x	x
10	CC(C)(C)C1CCC(N2CCN(c3ccccc3)CC2)CC1 (stereo not drawn)	-17%	-29%	-4%	-21%	-3%	3.7%	i	x	-0.8
11	COC(=O)c1sccc1NC(=O)c1ccc(OC)c([N+](=O)[O-])c1	-1%	-16%	2%	-8%	-15%	3.3%	i	-20%	-0.3
12	CCc1sc(NC(=O)CN2CCOCC2)nc1-c1ccccc1	0%	-9%	7%	1%	0%	0.5%	i	6%	-1.6
13	COc1ccc(-c2[nH][nH]c(=O)c2NC(=O)c2ccccc2Br)cc1	2%	-8%	9%	x	x	0.9%	i	7%	0.1
14	Cc1ccc(S(=O)(=O)Nc2ccc3c(c2)C(=O)N([C@@H](C)CO)C[C@@H](C)[C@@H](CN(C)C(=O)NC(C)C)OCCCC[C@H](C)O3)cc1	7%	0%	-7%	x	x	0.6%	i	-8%	-0.1
15	CC(C)(C)c1cc(NC(=O)Nc2ccc(Br)cc2Cl)no1	u	-28%	6%	16%	29%	0.6%	i	1%	-1.6
16	Cc1ccccc1NC(=O)Cc1nc(COC(=O)COc2ccccc2C(C)C)cs1	24%	6%	14%	1%	3%	-1.0%	i	x	-0.8
17	Cc1ccc(C(=O)Nc2ncccc2S(=O)(=O)c2ccccc2)cc1	0%	10%	-4%	3%	u	-0.5%	i	21%	-0.9
18	O=C(NC1CC2CCCC(C1)N2C(=S)NCCc1ccccc1)C1CC1 (stereo not drawn)	-18%	2%	8%	10%	16%	0.6%	i	-21%	0.8
19	O=C(NCCNC(=O)c1ccc([N+](=O)[O-])cc1)c1ccncc1	18%	8%	-4%	1%	1%	-0.4%	i	-23%[11.3 µM]	-1.8
20	COc1cccc(-c2n[nH]c(=S)n2Cc2ccco2)c1	-6%	-4%	9%	-2%	-2%	13%	i	8%	-2.2
21	CC1=CC(=C(C#N)C#N)C=C(C)N1Cc1ccccc1	13%	46%	4%	0%	2%	-0.2%	u	4%	-1.2
22	CCn1c(=O)c(C(=O)Nc2ccccc2)c(O)c2ccccc21	-1%	-10%	8%	13%	22%	13%	i	0%	0.9
23	CC(=O)C1CCC2C3CC=C4N(C)C(=O)CCC4(C)C3CCC12C (stereo not drawn)	10%	9%	9%	2%	-6%	-0.1%	i	6%	0.0
24	O=C(O)CC/C(=N\NC(=O)c1ccc(F)cc1)c1ccc(Br)cc1	4%	11%	9%	u	8%	-0.1%	i	-17%	0.2
25	NC(=O)C1CCN(C(=O)c2cc(S(=O)(=O)N3CCOCC3)c(Cl)cc2Cl)CC1	1%	4%	4%	-3%	-19%	-0.2%	i	0%	3.0
26	COc1ccc(S(=O)(=O)N2CCOC23CCN(S(=O)(=O)c2ccccc2)CC3)cc1	20%	-15%	8%	-5%	-6%	0.0%	i	-2%	0.0
27	CCn1c(SCC(=O)Nc2ccc(N3CCOCC3)c(Cl)c2)nnc1-c1ccc(N)cc1	0%	-3%	1%	-15%	u	2.5%	i	5%	-0.4
28	COc1ccc(OC)c(N/C=C/C(=O)c2ccc(OC)c(OC)c2)c1	-4%	-22%	25%	1%	-5%	2.1%	x	-11%	1.9
29	Cc1ccc(CC2CC(=O)N(CC(=O)O)C2=O)cc1 (stereo not drawn)	-5%	12%	0%	0%	6%	-0.1%	i	-9%	-3.2
30	CC1CCN(C(=O)CSc2nc(-c3ccccc3)no2)CC1	u	-34%	x	9%	u	7.0%	i	17%	x
31	CCCC(=O)c1ccc(N2CCOCC2)c(F)c1	24%	-16%	8%	0%	x	2.7%	i	20%	0.3
32	CC(O)(CS(=O)(=O)Cc1ccc(Cl)cc1)C(=O)Nc1cccc(C(F)(F)F)c1 (stereo not drawn)	-8%	-8%	-8%	-3%	x	0.1%	i	u	-2.6
33	Nc1c(S(=O)(=O)c2ccccc2)nnn1-c1ccccc1	0%	2%	-2%	-7%	1%	0.0%	i	-12%	0.3
34	Cn1c(SCC(=O)N2CCOCC2)nc2c(c1=O)SCC2	-17%	-12%	11%	-1%	-5%	0.0%	i	-8%	-3.4
35	Cc1cc(N2CCOCC2)nc(SCc2c(Cl)cccc2Cl)n1	11µM*	-24%	u	4%	-27%	2.5%	i	-13%	-0.6
36	Cc1cccc(C(=O)NCc2nnc(SCC(=O)Nc3ccccc3F)n2-c2ccccc2)c1	-21%	-12%	x	0%	11%	0.5%	i	-9%	x
37	CC1(C)c2[nH]c3ccccc3c2C[C@@H]2C(=O)N(c3ccc(F)cc3F)C(=O)N21	-20%	-28%	-4%	-3%	14%	4.3%	i	0%	0.1
38	Nn1c(SCC(=O)NCc2ccc3c(c2)OCO3)nnc1C1CC1	10%	7%	-4%	-1%	6%	-0.3%	i	9%	-0.2
39	Cc1ccc(S(=O)(=O)N2CCC(=O)N(C(COC(=O)Nc3ccccc3)Cc3ccccc3)CC2)cc1 (stereo not drawn)	u	-26%	2%	-15%	5%	3.7%	i	3%	-3.5
40	CCOC(=O)c1c(C)[nH]c(C)c1C=O	-1%	-32%	7%	0%	-3%	-0.5%	i	-2%	-0.7
41	Cc1cn(C(C)C)c(=O)n(-c2ccccc2)c1=O	4%	1%	8%	1%	1%	0.3%	i	-13%	0.5
42	c1ccc2c(OCCCCN3CCCC3)cccc2c1	27%	-8%	0%	2%	4%	-0.8%	i	x	-0.1
43	CCOC(=O)c1cccc(NC(=O)CCc2ccccc2)c1	-16%	-8%	0%	0%	u	0.3%	i	12%	-2.4
44	Clc1ccc(CSc2nncn2-c2ccc3c(c2)OCCO3)cc1	u	0%	-3%	-4%	9%	0.4%	i	-17%	-2.0
45	CCN(Cc1ccccc1)C(=O)CSc1ncn[nH]1	-16%	8%	11%	3%	-16%	-0.4%	i	-14%	-2.8
46	Cc1ccc(-n2ncc3c(NCCC4=CCCCC4)ncnc32)cc1C	0%	-15%	x	10%	x	0.1%	i	17%	x
47	O=[N+]([O-])c1cccc(-c2nnc3ccc4ccccc4n23)c1	-5%	3%	-1%	5%	8%	2.7%	i	1%	-3.2
48	CC1(C)NC(=O)N(CC(=O)N2CCCC(C(F)(F)F)C2)C1=O (stereo not drawn)	-6%	-1%	-1%	1%	3%	-0.6%	i	-4%	-5.1
49	CN(c1ccc(C(=O)Nc2ccc3c(c2)OCCO3)cc1)S(C)(=O)=O	2%	-33%	2%	0%	u	0.3%	i	5%	-3.2
50	C[C@H](CO)N1C[C@H](C)[C@@H](CN(C)Cc2ccc(Cl)c(Cl)c2)OCc2cnnn2CCCC1=O	u	-80%	5%	x	x	0.6%	u	-30%	-2.3

Continued.
No.	Molecule	TGFb SMAD3 inh	HepG2 tox	EPAC2 agonist	A549 tox	Nrf2 inh	Nrf2 activator	S2 tox	ATXN2 expr inh	IL2 activator
51	O=C(NNS(=O)(=O)c1ccccc1Cl)c1nn(-c2ccc(F)cc2)ccc1=O	-1%	-14%	8%	6%	-8%	-0.5%	i	-25%	-1.8
52	Cc1ccc(N(C(C)C(=O)N2CCC(C)CC2)S(C)(=O)=O)cc1C (stereo not drawn)	-27%	-2%	-6%	-3%	7%	0.1%	i	-19%	0.1
53	CCNC(=O)CCSc1nnc(-c2ccco2)o1	9%	-17%	13%	0%	22%	0.1%	i	5%	2.3
54	CCn1cc([N+](=O)[O-])c(C(=O)Nc2nc(-c3ccc(C)cc3)c(C)s2)n1	u	-77%	-10%	-2%	-11%	u	u	-11%	0.4
55	CC(C)=NNC(=O)c1c(O)c2ccccc2[nH]c1=O	-22%	-15%	-2%	1%	-8%	0.3%	u	x	-0.6
56	Cc1c(C(=O)N2CCc3ccccc32)cnn1C	-16%	3%	3%	-3%	20%	0.8%	i	31%	-1.9

Pulled by compound from above, 2 records:
No.	Molecule	TGFb SMAD3 inh	HepG2 tox	EPAC2 agonist	A549 tox	Nrf2 inh	Nrf2 activator	S2 tox	ATXN2 expr inh	IL2 activator
53	CCNC(=O)CCSc1nnc(-c2ccco2)o1	9%	-17%	13%	0%	22%	0.1%	i	5%	2.3
54	CCn1cc([N+](=O)[O-])c(C(=O)Nc2nc(-c3ccc(C)cc3)c(C)s2)n1	u	-77%	-10%	-2%	-11%	u	u	-11%	0.4
